p53 reactivator: mutant p53 re-activation in reporter cells. H1299 p53-A138V BP100-luciferase reporter, luminescence, 24 h. Potency, µM (titrated, usually from 92.2 µM), for inactives: top-dose activity change, positive = activation, actives largely listed as activators. 320,000 tested, 0.063% active; note: potency is the fitted concentration of half-maximal effect; % of control where 0% means no effect; nearly all actives have a fitted effect of over 45% in size
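p53-null H1299 cells stably carrying temperature-sensitive p53-A138V and a BP100-luciferase reporter were pinned with compounds (4-point, 1:5 series) and held 24 hrs at 37 deg C. Luminescence was read 10 min after detection reagent.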
ELG1 genotox: induces genotoxicity in HEK293T cells with luciferase-tagged ELG1. HEK293T ELG1-luciferase reporter, luminescence, 16 h. Potency, µM (top dose mostly 46 µM), without a hit: top-dose activity change, positive = activation, most hits filed as activators. 330,000 tested, 1.3% active. AID 504466; note: potency is the fitted concentration of half-maximal effect; % of control where 0% means no effect; nearly all actives have a fitted effect of over 60% in size
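HEK293T cells expressing luciferase-tagged ELG1 were exposed to compound or DMSO vehicle for 16 hr at 37 °C and 5% CO2. Luciferase activity was then measured with ONE-Glo after 30 min at room temperature.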
Tb PFK block: T. brucei PFK enzyme inhibition; AID 485367; O15648; 330,000 tested, 0.17% active; Potency, µM (series often up to 57.5 µM), for inactives: at the top dose activity, negative = inhibition, hits mostly inhibitors; T. brucei PFK, ADP-Glo luminescence;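 note: potency is the fitted concentration of half-maximal effect; 0% = uninhibited 1x PFK enzyme wells and -100% = no-enzyme wells; nearly all actives have a fitted effect of over 60% in size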
Target sequence (O15648 whole entry, looked up): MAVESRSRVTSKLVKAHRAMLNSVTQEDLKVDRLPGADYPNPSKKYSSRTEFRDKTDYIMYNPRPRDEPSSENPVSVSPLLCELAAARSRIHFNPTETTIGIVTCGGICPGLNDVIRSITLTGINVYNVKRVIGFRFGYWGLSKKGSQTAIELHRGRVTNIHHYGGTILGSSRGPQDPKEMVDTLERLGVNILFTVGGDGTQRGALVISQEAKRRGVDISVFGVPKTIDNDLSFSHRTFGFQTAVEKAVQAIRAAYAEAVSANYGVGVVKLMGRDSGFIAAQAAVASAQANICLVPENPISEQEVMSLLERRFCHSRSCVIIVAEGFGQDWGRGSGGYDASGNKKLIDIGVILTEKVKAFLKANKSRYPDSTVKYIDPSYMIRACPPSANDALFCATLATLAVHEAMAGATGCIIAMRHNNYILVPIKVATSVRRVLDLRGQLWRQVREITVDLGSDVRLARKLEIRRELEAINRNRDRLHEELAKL
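1.25 nM PFK with 0.5 mM F6P and 0.1 mM ATP in 0.1 M TEA pH 8.0, 5 mM MgCl2, incubated 45 min at room temperature; ADP measured by ADP-Glo luminescence; compounds titrated up to 57 uM.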
TRPV1 ag: agonists of human vanilloid receptor 1 (TRPV1) | TRPV1-expressing cells, Fluo-8 calcium influx, agonist mode | activation, % at 8.33 µM | 320,000 tested, 0.19% active; in the data active = activation above about 80%; inconclusive = between about 30% and that limit; note: 0% is about no effect
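Cells expressing TRPV1 were dye-loaded with Fluo-8 and read kinetically: 10 s baseline, 3 min after compound (agonist portion), then 2 min after EC20 capsaicin (allosteric enhancer portion). Calcium-bound dye fluorescence at 480/520 nm.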
Rab9 prom act: activates the Rab9 promoter | Huh7 Rab9 promoter-luciferase reporter, luminescence, 24 h | Potency, µM (doses to about 9.22 µM), inactives show at the top dose activation, negative = inhibition, most hits filed as activators | 320,000 tested, 2.8% active | AID 485297; note: potency is the fitted concentration of half-maximal effect; % of control where 0% means no effect; nearly all actives have a fitted effect of over 60% in size
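Quantitative HTS format; Huh7 Rab9-luciferase reporter cells (1500/well) receive compound 2 h post-plating, incubate 24 h at 37 °C, then get luciferase reagent for 10 min before luminescence reading.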
FLuc counter: inhibits or activates purified firefly luciferase, miR-21 counter-screen; purified FLuc, Km substrates, luminescence inhibition; 360,000 tested, 6.9% active; P08659; Potency, µM (doses to about 57.5 µM), without a hit: top-dose activity change, negative = inhibition, actives largely listed as inhibitors;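 note: potency is the fitted concentration of half-maximal effect; plate controls were vehicle for no effect and reference inhibitor for full effect; nearly all actives have a fitted effect of over 55% in size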
Target sequence (P08659 whole entry, looked up): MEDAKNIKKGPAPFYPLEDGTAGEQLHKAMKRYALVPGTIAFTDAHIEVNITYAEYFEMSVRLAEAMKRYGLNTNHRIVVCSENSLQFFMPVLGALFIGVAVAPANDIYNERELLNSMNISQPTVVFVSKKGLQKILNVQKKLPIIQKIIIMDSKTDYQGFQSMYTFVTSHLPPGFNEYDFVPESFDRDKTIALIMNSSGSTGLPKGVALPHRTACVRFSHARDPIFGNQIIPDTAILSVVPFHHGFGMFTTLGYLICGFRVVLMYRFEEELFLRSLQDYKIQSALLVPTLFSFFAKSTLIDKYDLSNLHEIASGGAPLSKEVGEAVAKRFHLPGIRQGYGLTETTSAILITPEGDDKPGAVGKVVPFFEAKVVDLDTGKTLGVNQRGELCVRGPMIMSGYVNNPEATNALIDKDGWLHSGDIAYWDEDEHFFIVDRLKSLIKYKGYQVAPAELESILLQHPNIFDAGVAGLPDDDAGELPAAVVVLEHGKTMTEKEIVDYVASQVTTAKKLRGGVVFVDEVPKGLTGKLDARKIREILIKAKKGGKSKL
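Biochemical qHTS of compounds, final roughly 60 µM downward over six points, against 10 nM purified firefly luciferase using Km concentrations of substrates (10 uM D-luciferin, 10 uM ATP) in Tris acetate pH 7.5 buffer; luminescence output.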
Gal4-VP16 FLuc: inhibits Gal4-VP16 luciferase reporter, ROR gamma counter-screen; Drosophila S2 Gal4-VP16 UAS-luciferase, luminescence, 20 h; 310,000 tested, 3.5% active; Potency, µM (titrated, usually from 53.6 µM), for inactives: at the highest dose activity, negative = inhibition, most hits filed as inhibitors;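 note: Gal4-VP16 expression switched on by copper sulfate through the metallothionein promoter; potency is the fitted concentration of half-maximal effect; % is set by controls: 0 for no effect and ±100 for the full control effect; nearly all actives have a fitted effect of over 50% in size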
RORgamma inh: inhibitors of mouse ROR gamma transcriptional activity; P51450; Drosophila S2 Gal4-RORgamma UAS-luciferase reporter, 20 h; Potency, µM (titrated, usually from 53.6 µM), without a hit: top-dose activity change, negative = inhibition, most hits filed as inhibitors; 310,000 tested, 5.4% active; note: potency is the fitted concentration of half-maximal effect; % is set by controls: 0 for no effect and ±100 for the full control effect; nearly all actives have a fitted effect of over 60% in size
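Read-out: Photinus luciferase luminescence; inhibitors lower reporter signal. Insect Schneider cells with Gal4-ROR gamma fusion under metallothionein promoter, UAS reporter; 700 uM final copper sulfate induction, 20 hr, ambient temperature.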
NPC1 promoter act: activates the NPC1 promoter. Huh7 NPC1 promoter luciferase reporter, 24 h. Potency, µM (top dose mostly 9.22 µM), inactives show top-dose activation, usual class: activators. 320,000 tested, 2.4% active;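 note: potency is the fitted concentration of half-maximal effect; % of control where 0% means no effect; nearly all actives have a fitted effect of over 60% in size; reporter is driven by a mutant NPC1 promoter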
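Cells: Huh7 expressing luciferase under the NPC1 promoter, 1500/well. Seeded 2 h, compound added, incubated 24 h at 37 °C. Luciferase reagent, 10 min ambient, then luminescence.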
ELG1 DNA repair: blocks ELG1-dependent DNA repair in HEK293T cells. HEK293T ELG1-luciferase reporter, luminescence, 16 h; DNA damage induced by 5-fluorouridine. Potency, µM (top dose mostly 46.1 µM), without a hit: at the top dose activity change, negative = inhibition, most hits filed as inhibitors. AID 504467. 330,000 tested, 2.3% active; note: potency is the fitted concentration of half-maximal effect; % is set by controls: 0 for no effect and ±100 for the full control effect; nearly all actives have a fitted effect of over 55% in size
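HEK293T cells expressing luciferase-tagged ELG1 (2,000/well) received 5-Fluorouridine plus compound or DMSO for 16 hr at 37 °C. Luciferase was read by ONE-Glo luminescence after 30 min at room temperature.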
BRCA1 expr act: increases BRCA1 expression; 380,000 tested, 1.1% active; Potency, µM (top dose mostly 46.1 µM), for inactives: at the highest dose activation, usual class: activators; MCF7-BRCA1-FFLuc reporter, luminescence, 48 h; response scale: scaled: vehicle 0%, 10 µM genistein 100%; note: potency is the fitted concentration of half-maximal effect; nearly all actives have a fitted effect of over 80% in size; some results filed as inactive show a strong effect at the top dose
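Quantitative HTS in MCF7 cells stably reporting BRCA1 expression via firefly luciferase. Compound treatment lasts 48 h at 37 °C in phenol-red free MEM. Activation is expressed relative to genistein at 10 microM and DMSO.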
Numbers without * were called inactive; ? = inconclusive; . = not tested or not shown; & = joins results of further samples; [ ] = dose if it differs, or a comment. Unless noted, calls come from the whole dose curve; as a rule, active = well fitted curve in the direction sought with a large enough effect; inconclusive = small, poorly fitted or top-dose-only effect, or another doubt; inactive = no such curve, though single readings can be large; an effect the other way counts as inactive or inconclusive.

Molecule,p53 reactivator,ELG1 genotox,Tb PFK block,TRPV1 ag,Rab9 prom act,FLuc counter,Gal4-VP16 FLuc,RORgamma inh,NPC1 promoter act,ELG1 DNA repair,BRCA1 expr act
O=C(CC(=O)NC1CCCCC1)N/N=C/c1ccc(Cl)cc1,2%,14%,1%,-1,-2%,2%,-4%,-3%,-4%,10%,-8%
Cc1cccc(NC(=O)CSc2nnnn2C2CCCC2)c1,-1%,-1%,-2%,2,6%,-6%,7%,-11%,-1%,13%,-8%
CCn1c(=O)c(C(=O)Nc2ccccc2)c(O)c2ccccc21,-9%,2%,0%,-1,1%,-2%,-3%,18%,9%,0%,-40%
CC(C(=O)Nc1ncc([N+](=O)[O-])s1)N1C(=O)c2ccccc2S1(=O)=O (stereo not given),-2%,2%,0%,2,1%,-1%,.,.,-3%,?,-8%
CC(=O)Nc1ccc2c(c1)N(S(=O)(=O)c1cccs1)CCC2,-13%,?,-1%,1,-5%,1%,.,.,-1%,?,-22%
O=C(/C=C/c1ccco1)Nc1ccc(-c2nc3ccccc3[nH]2)cc1,6%,17%,-28%,1,-38%[inhibitor],0%,26%,28%,-23%,?,-27%
CCOC(=O)c1c(C)c(C(=O)NCCN2CCOCC2)c(C)n1CC,-2%,4%,7%,3,5%,8%,-7%,-5%,-1%,5%,-17%
COc1ccc(Br)cc1-c1noc(-c2ccccc2)n1,?,?,-12%,8,?,-19%,.,6%[0.365 µM],?,23%,-10%
CC(C)(C)NC(=O)C(c1ccco1)N(C(=O)Cn1nnc(-c2ccc(F)cc2)n1)c1cccc(F)c1 (stereo not given),17%,-4%,0%,12,-5%,2%,1%,-37%,-9%,?,-45%
CCCc1cc(=O)[nH]c(SCC(=O)Nc2ccc(S(=O)(=O)N3CCCC3)cc2)n1,-4%,0%,3%,.,.,.,.,.,.,0%,-14%
COc1ccc2oc(C(=O)OCC(=O)N(C)C3CCCCC3)c(C)c2c1,14%,-4%,0%,16,-3%,-1%,.,.,-1%,-6%,-17%
CCOc1ccc(-c2nn[nH]n2)cc1OCC,-11%,1%,2%,0,1%,1%,7%,31%,-2%,1%,5%
CCCCOc1ccc(C(=O)N(C)CC(=O)Nc2ccc(C)cc2)cc1,3%,-3%,-9%,3,0%,2%,4%,5%,2%,-8%,-2%
C#CCSc1nc(-c2ccccc2)cc(C(F)(F)F)c1C#N,1%,-6%,-1%,4,15%,-2%,-6%,-28%,2%,6%,-54%
O=C(c1cc([N+](=O)[O-])ccc1Cl)N1c2ccccc2Sc2ccccc21,-2%,8%,-5%,-4,-5%,-2%,6%,6%,-2%,-9%,-26%
COC(=O)c1sc(S(=O)(=O)N2CCC(C)CC2)c(C(=O)OC)c1C,-12%,0%,1%,?,-4%,7%,?,-12%,-3%,7%,1%
CCOC(=O)c1cc(-c2ccccc2)sc1NC(=S)Nc1cc(C)ccn1,-4%,1%,2%,-3,-1%,0%,2.2µM*,1µM*,-3%,?,-28%
COc1ccc(-n2c(CN3CCN(c4ccccc4)CC3)nc3ccc([N+](=O)[O-])cc3c2=O)c(OC)c1,-2%,-3%,1%,3,0%,-2%,-6%,11%,2%,-6%,-31%
C/C(=N\NC(=O)CSCc1ccc(Cl)cc1)c1ccc(NC(=O)c2ccccc2)cc1,13%,?,2%,2,21%,-15%,18%,26%,16%,?,66%
CN(C)CCSc1nc(-c2ccccc2)nc2c1CCCC2,2%,-3%,1%,.,1%,4%,-4%,2%,-9%,2%,-26%
O=C(Nc1ccc(O)c(C(=O)O)c1)c1ccc2c(c1)C(=O)N(CC1CCCO1)C2=O (stereo not given),-2%,0%,1%,0,-1%,9.5µM*,?,?,-5%,-5%,4%
CN(CC(=O)Nc1ccccc1Cl)C(=O)COC(=O)c1nc(Cl)c(Cl)c(Cl)c1Cl,-30%[inhibitor],-16%,1%,22,8%,1%,?,-29%,-14%,?,-87%
CCOC(=O)N1CCN(c2c(NCCc3ccc(OCC)c(OCC)c3)c(=O)c2=O)CC1,0%,0%,0%,-2,6%,0%,10%,-10%,-1%,-22%,-2%
COc1cc(NC(=O)Cn2cnc3sc(C)c(S(=O)(=O)N4CCN(C)CC4)c3c2=O)cc(OC)c1OC,-3%,-1%,5%,-1,-4%,3%&-4%,-15%,-10%,-8%,13%,.
Cc1ccc(S(=O)(=O)N(C)C[C@H]2Oc3c(NC(=O)Nc4cccc5ccccc45)cccc3C(=O)N([C@@H](C)CO)C[C@@H]2C)cc1,-7%,12%,4%,.,.,.,.,.,.,-12%,-69%
O=C(O)c1cccc2c(/C=N/Nc3ccccn3)c[nH]c12,9%,8%,-1%,-1,2.8µM*,8.5µM*,-7%,?,?,?,-6%
Cc1ccc(S(=O)(=O)N/N=C2/CCCCC2C2CCCCC2)cc1[N+](=O)[O-] (stereo not given),-2%,0%,0%,5,1%,0%,0%,-6%,-4%,?,-20%
Cc1ccc(/C=N/n2c(C)nnc2C)cc1,0%,12%,-3%,2,-4%,0%,-5%,-26%,0%,22%,-4%
Cc1ccc(NC(=O)CSc2nc3ccccc3c3nc(CCc4c(C)n[nH]c4C)nn23)cc1F,-4%,3%,-4%,0,-5%,3%,?,?,-1%,?,-28%
CCOC(=O)/C=C/C(=O)OCC(=O)Nc1cccc(Cl)c1Cl,3%,3%,-18%,-1,0%,0%,5%,7%,-7%,7%,10%
Cc1cccc2cc(C(c3nnnn3C3CCCC3)N3CCOCC3)c(=O)[nH]c12 (stereo not given),-1%,1%,-4%,20,1%,-1%,2%,3%,1%,-7%,-28%
Cc1ccc(NC(=O)Cn2nnc(C(=O)NCCc3ccccc3)c2N)cc1Cl,-1%,3%[9.26 µM],-1%,-1,0%,1%&9%,-1%,-1%,0%,?,1%
COc1ccc(CN(C)C(=O)c2cccc(C(=O)N(C)Cc3ccc(OC)cc3)c2)cc1,-7%,-3%,5%,-1,-5%,1%,-2%,37%,4%,?,-20%
COc1ccc(N2C(=NC(=O)C3CCCCC3)SC3CS(=O)(=O)CC32)cc1Cl (stereo not given),.,12%,-3%,0,-4%,1%,-5%,-6%,-2%,26%,-1%
Cc1ccc(S(=O)(=O)NCCC(=O)OCC(=O)N(Cc2ccccc2)C(C)(C)C)cc1,1%,10%,2%,19,0%,4%,.,.,0%,3%,-5%
CC(CNC(=O)c1cc(Cl)ccc1[N+](=O)[O-])NC(=O)c1cc(Cl)ccc1[N+](=O)[O-] (stereo not given),0%,0%,-1%,-2,-9%,7%,-3%,2%,-2%,0%,-8%
Cc1ccc(OCCN(C)C(=O)CC2C(=O)NCCN2CC(C)(C)C)cc1 (stereo not given),-4%,-1%,1%,2,-5%,-2%,6%,20%,-7%,5%,-2%
COc1ccc(NC(=O)c2c(C)oc3c2CCCC3)cc1,12%,18%,-3%,27,8%,?,4%,-9%,2%,?,-19%
Cc1cc2nc3s/c(=C/c4ccc(-c5ccccc5C(=O)O)o4)c(=O)n3c2cc1C,-2%,5%,4%,?,11%,4.8µM*,1%,-12%,15%,2%,41%
CCc1c(C)sc(NC(=S)Nc2cccnc2)c1C(=O)OC,-2%,2%,6%,27,-2%,-23%,6.3µM*,3.5µM*,11%,-11%,-3%
Cc1ccc(N2CC(C(=O)N3CCC4(CC3)CC(=O)c3ccccc3O4)CC2=O)cc1 (stereo not given),0%,-5%,-5%,-7,2%,4%,.,.,0%,?,-39%
NC(=O)CSc1nc2sc(-c3ccccc3)cc2c(=O)n1N,9%,13%,-1%,-2,24%,?,-3%,-4%,15%,?,34%
CCCc1nnc(SCC(=O)N2CCOCC2)n1C,?,4%,-1%,-2,-6%,14%,-7%,-37%,-8%,-1%,0%
CCNC(=S)N/N=C(\C)c1ccc(Cl)s1,14%,-5%,1%,?,-2%,-2%,1.4µM*,0.71µM*,2%,-27%,-36%
Cn1nccc1C(=O)NC1CCN(Cc2ccccc2)CC1,-22%,0%,2%,1,-3%,5%,-1%,12%,-3%,24%,3%
COc1ccc2c(c1)C(NS(=O)(=O)OCC(Cl)(Cl)Cl)CCC2 (stereo not given),17%,4%,1%,5,0%,-1%,-14%,-9%,-6%,29%,17%

Bioassay records deposited in PubChem by National Center for Advancing Translational Sciences (NCATS).
